Bioassay records as filed in PubChem.
HT1080-NT tox: kills 2HG-producing HT-1080-NT fibrosarcoma cells; actives 1.6% (n = 360,000); HT-1080-NT fibrosarcoma viability, CellTiter-Glo ATP luminescence, 48 h; Potency, µM (series often up to 46.1 µM), for the others: top-dose activity, negative = less viability, actives largely listed as cytotoxic;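 note: NT is the 2HG producing partner of a matched IDH1 knockdown line; potency is the fitted concentration of half-maximal effect; 0% = DMSO-treated cells and -100% = media-only wells without cells; nearly all actives have a fitted effect of over 55% in size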
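Read-out is CellTiter-Glo luminescence after 10 minutes at room temperature, following 48 hours' compound treatment of HT-1080-NT cells (750 cells/well, RPMI, 5% FBS, 37 degrees C).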
HT1080 IDH1KD tx: kills HT-1080 cells with IDH1 knockdown. HT-1080 IDH1 knockdown viability, ATP luminescence, 48 h. Potency, µM (doses to about 46.1 µM), for the others: at the top dose activity, negative = toxicity, actives largely listed as cytotoxic. actives 2% (n = 360,000). AID 686971;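 note: potency is the fitted concentration of half-maximal effect; 0% = DMSO wells and -100% = cell-free medium wells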
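Knockdown cells (IDH1KD HT-1080) received compounds 2 h after plating at 750 cells/well and were kept 48 h at 37 °C in 5% FBS RPMI. A CellTiter-Glo luminescence read gave % activity for curve fitting.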
ATXN2 expr inh: inhibitors of ATXN2 expression; actives 0.72% (n = 360,000); Potency, µM (top dose mostly 57 µM), for the others: at the top dose activity change, negative = inhibition, usual class: inhibitors; HEK-293 ATXN2-luciferase reporter, luminescence, 24 h; note: potency is the fitted concentration of half-maximal effect; % is set by controls: 0 for no effect and ±100 for the full control effect; nearly all actives have a fitted effect of over 55% in size
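ATXN2-luciferase reporter cells (luciferase flanked by upstream and downstream ATXN2 gene portions) were treated 24 h at 37 °C with compounds at up to 57 uM. SteadyGlo luminescence gave expression; GF-AFC fluorescence gave viability.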
SW480 rerep: induces DNA re-replication in SW480 colon adenocarcinoma cells | SW480 DNA re-replication, Hoechst DNA content imaging, 48 h | Potency, µM (highest dose often 46.1 µM), for the others: top-dose re-replication activation, hits mostly activators | actives 1.8% (n = 340,000); note: potency is the fitted concentration of half-maximal effect; % of control where 0% means no effect; nearly all actives have a fitted effect of over 55% in size
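Hoechst fluorescence of nuclei (405 nm excitation, 500-530 nm emission) measured by plate-scanning imager after 48 hr compound exposure at 37 C; re-replication scored as increased number of nuclei with elevated intensity.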
MCF10A rerep: DNA re-replication induction in MCF 10a cells. AID 624296. MCF 10A DNA re-replication, Hoechst nuclear intensity, 48 h. Potency, µM (highest dose often 46.1 µM), for inactives: at the top dose activity, positive = re-replication, actives largely listed as activators. actives 2.9% (n = 350,000); note: potency is the fitted concentration of half-maximal effect; % of control where 0% means no effect; nearly all actives have a fitted effect of over 50% in size
IL-1B inflam inh: inhibitors of inflammasome signaling (IL-1 beta secretion). THP-1 LPS/ATP IL-1B secretion, AlphaLISA, 16 h; active compounds read low. activity change, % at 57.5 µM. actives 4.7% (n = 360,000); in the data active = activity change below about -50%; inconclusive = mostly about -30% to -49%; note: % is set by controls: 0 for no effect and ±100 for the full control effect
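Secreted IL-1B measured by AlphaLISA bead assay after 16 h compound exposure of THP-1 cells; compounds (final up to 57.5 uM) added 1 h before LPS (250 ng/mL) and ATP (1.25 mM) stimulation; lower signal means less secretion.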
ATXN viability: reduces viability in counter-screen for ATXN expression inhibitors | S2 cells (HEK-293 line with an ATXN2-luciferase reporter) viability, CellTiter-Fluor protease fluorescence, 24 h | Potency, µM (titrated, usually from 56.7 µM), actives largely listed as cytotoxic | actives 0.49% (n = 400,000) | AID 651635; note: potency is the fitted concentration of half-maximal effect; nearly all actives have a fitted effect of over 40% in size
HepG2 tox: counter-screen for TGF-b inhibitors: cytotoxicity in HepG2 cells; actives 0.76% (n = 410,000); Potency, µM (titrated, usually from 46.1 µM), inactives show at the highest dose activity change, negative = cytotoxicity, hits mostly cytotoxic; HepG2 CAGA-GFP viability, ATP luminescence, 18 h; note: potency is the fitted concentration of half-maximal effect; some results filed as inactive show a strong effect at the top dose
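CellTiter-Glo luminescence gave cytotoxicity after 18 hours at 37 degrees C. The cells were HepG2 CAGA-GFP in 1% FBS DMEM, stimulated with 500 pg/mL TGF-beta after compound addition. %Activity was normalised to no-cell wells (complete cell-killing) and DMSO (no toxicity), and curves were fitted and classified.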
KB-3-1 tox: KB-3-1 parental cell cytotoxicity; KB-3-1 viability, CellTiter-Glo ATP luminescence, 72 h; AID 1347075; Potency, µM (series often up to 46.1 µM), without a hit: top-dose activity change, negative = cytotoxic, usual class: cytotoxic; actives 1.4% (n = 400,000); note: potency is the fitted concentration of half-maximal effect; % is set by controls: 0 for no effect and ±100 for the full control effect; nearly all actives have a fitted effect of over 60% in size
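Parental KB-3-1 adenocarcinoma cells in phenol-red-free DMEM with 10% FBS were pin-treated with compounds at several concentrations, incubated 72 h at 37 °C, and viability read by CellTiter-Glo luminescence; concentration-effect curves were fitted after normalization.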
An asterisk follows results filed as active; i = inactive; ? = inconclusive; / = no result given; [ ] = another dose, or the depositor's remark. Unless noted, calls come from the whole dose curve; as a rule, active = well fitted curve in the direction sought with a large enough effect; inconclusive = small, poorly fitted or top-dose-only effect, or another doubt; inactive = no such curve, though single readings can be large; an effect the other way counts as inactive or inconclusive.

SMILES	HT1080-NT tox	HT1080 IDH1KD tx	ATXN2 expr inh	SW480 rerep	MCF10A rerep	IL-1B inflam inh	ATXN viability	HepG2 tox	KB-3-1 tox
NC(=S)N=Nc1c(O)n(CCCl)c2ccc(Br)cc12	-2.2%	-9.3%	?	-5.6%	?	-101.3*	?	-18.1%	?
Cc1ccc(CNS(=O)(=O)CCNC(=O)c2ccccc2)cc1	7.0%	22.2%	0.9%	-1.0%	-1.4%	0.6	i	4.3%	14.3%
CCCCCCN1CCN(C2CN(CCc3ccccc3)S(=O)(=O)C2)CC1 (configuration not stated)	0.5%	4.0%	-15.1%	/	/	-3.3	?	-10.4%	0.0%
CCOC(=O)C1=C(C)OC(N)=C(C#N)C1c1cc(SCC)oc1C (configuration not stated)	-29.5%	-3.3%	-0.4%	-1.9%[1.84 µM]	?	-12.7	i	-17.2%	1.8%
Cc1ccccc1NC(=O)Cn1c(=O)sc2ccccc21	-0.3%	-1.9%	-9.5%	-2.3%	-1.1%	-7.6	i	-7.2%	-29.7%
CC(CCCN1CCCC1)Nc1ccnc2cc(Cl)ccc12 (configuration not stated)	-16.4%	?	0.0%	?	4.6%	?	i	-15.5%	-0.6%
O=C(O)c1cc(-c2c[nH]c3ccccc23)nc2ccc3ccccc3c12	-2.3%	14.9%	-15.4%[11.3 µM]	0.6%	17.9%	18.3	/	-8.3%	9.2%
CC(C)CC(O)C1CCN(C(=O)CCc2nnc(-c3ccccc3)o2)CC1 (configuration not stated)	15.9%	2.2%	13.5%	-5.5%	-0.5%	9.1	i	8.6%	?
C[C@H](CO)N1C[C@H](C)[C@@H](CN(C)C(=O)Nc2ccc(C(F)(F)F)cc2)Oc2c(NC(=O)c3ccncc3)cccc2C1=O	1.6%	3.8%	1.2%	-66.3%[inhibitor]	1.6%	18.5	i	1.4%	0.0%
COc1ccc(NC(=O)CN(C)C2CCS(=O)(=O)C2)cc1 (configuration not stated)	3.7%	16.6%	4.1%	14.1%	-1.6%	25.4	i	7.6%	17.9%
Cc1cc(C(=O)Cn2nc(C(=O)O)c3ccccc3c2=O)c(C)n1CCc1ccc(F)cc1	-10.6%	?	-11.3%	-21.3%	27.2%	-4.8	i	15.7%	?
CC(=O)NC(Cc1ccccc1)C(=O)NC1CCN(c2ncccc2[N+](=O)[O-])CC1 (configuration not stated)	14.2%	9.1%	8.2%	-3.1%	0.6%	1.0	i	-5.1%	9.8%
COc1ccc(Cl)c2sc(NC(=O)C3=COCCO3)nc12	?	?	-33.2%	5.17µM*	-3.3%	-4.6	i	-11.4%	18.7%
COc1ccccc1-c1nc(SCc2ccccn2)n[nH]1	-0.9%	-3.2%	58.0%[activator]	-4.6%	1.5%	31.6	i	12.6µM*	-0.6%
COc1ccc(/C=N/NC(=O)Cn2nc(C)c([N+](=O)[O-])c2C)cc1	-7.5%	-9.1%	-7.0%	-2.7%	0.0%	-0.2	i	-6.4%	6.5%
CC1(C)CC(=O)C(C2C3=C(CC(C)(C)CC3=O)Oc3c(Br)cc(Br)cc32)=C(O)C1 (configuration not stated)	6.9%	5.3%	/	-4.1%	12.0%	29.9	?	-7.7%	?
CC1CCN(CC(=O)NNC(=O)c2cccc(Br)c2)CC1	-6.4%	-5.0%	-22.0%	-18.9%	-18.9%	-19.8	i	-11.5%	1.1%
O=C(Nc1cccnc1)c1ccc(Br)s1	?	10µM*	19.3%	18.6%	2.1%	-5.6	i	-1.9%	6.7%
COc1ccc(CNn2c(-c3cccc(C)c3)nc3ccccc3c2=O)cc1OC	0.4%	8.5%	-16.0%	-1.3%	0.4%	-13.5	i	-0.3%	11.2%
Cc1nc(SCC2(C)CC2(Cl)Cl)n[nH]1 (configuration not stated)	9.9%	8.6%	10.5%	-20.1%	-10.6%	24.2	i	6.8%	16.1%

Complete entries from above.
`COc1ccc(CNn2c(-c3cccc(C)c3)nc3ccccc3c2=O)cc1OC` is entered as HT1080-NT tox = 0.4%; HT1080 IDH1KD tx = 8.5%; ATXN2 expr inh = -16.0%; SW480 rerep = -1.3%; MCF10A rerep = 0.4%; IL-1B inflam inh = -13.5; ATXN viability = i; HepG2 tox = -0.3%; KB-3-1 tox = 11.2%
`Cc1ccc(CNS(=O)(=O)CCNC(=O)c2ccccc2)cc1` is entered as HT1080-NT tox = 7.0%; HT1080 IDH1KD tx = 22.2%; ATXN2 expr inh = 0.9%; SW480 rerep = -1.0%; MCF10A rerep = -1.4%; IL-1B inflam inh = 0.6; ATXN viability = i; HepG2 tox = 4.3%; KB-3-1 tox = 14.3%
`COc1ccc(NC(=O)CN(C)C2CCS(=O)(=O)C2)cc1` (configuration not stated) is entered as HT1080-NT tox = 3.7%; HT1080 IDH1KD tx = 16.6%; ATXN2 expr inh = 4.1%; SW480 rerep = 14.1%; MCF10A rerep = -1.6%; IL-1B inflam inh = 25.4; ATXN viability = i; HepG2 tox = 7.6%; KB-3-1 tox = 17.9%

Three compounds already listed, arranged by heavy-atom count, descending.
SMILES	HT1080-NT tox	HT1080 IDH1KD tx	ATXN2 expr inh	SW480 rerep	MCF10A rerep	IL-1B inflam inh	ATXN viability	HepG2 tox	KB-3-1 tox
Cc1cc(C(=O)Cn2nc(C(=O)O)c3ccccc3c2=O)c(C)n1CCc1ccc(F)cc1	-10.6%	?	-11.3%	-21.3%	27.2%	-4.8	i	15.7%	?
CC(C)CC(O)C1CCN(C(=O)CCc2nnc(-c3ccccc3)o2)CC1 (configuration not stated)	15.9%	2.2%	13.5%	-5.5%	-0.5%	9.1	i	8.6%	?
O=C(O)c1cc(-c2c[nH]c3ccccc23)nc2ccc3ccccc3c12	-2.3%	14.9%	-15.4%[11.3 µM]	0.6%	17.9%	18.3	/	-8.3%	9.2%

Further records:
SMILES	HT1080-NT tox	HT1080 IDH1KD tx	ATXN2 expr inh	SW480 rerep	MCF10A rerep	IL-1B inflam inh	ATXN viability	HepG2 tox	KB-3-1 tox
CNC(=S)N/N=C(\C)c1ccc(Cl)c(Cl)c1	-2.7%	-2.7%	-8.0%	-20.8%	0.4%	-11.6	i	-0.9%	5.3%
c1ccc(CN2CCC(N=C3NN=C(c4ccc5c(c4)OCCO5)CS3)CC2)cc1	?	?	1.4%	?	23.6%	-81.5*	?	-4.9%	-13.2%
CCOC(=O)c1c(-c2ccc(Cl)cc2)c(C#N)c(=O)n(N)c1N	-16.5%	-21.7%	-1.8%	0.6%	11.7%	30.8	i	5.3%	0.0%
CCOc1ccccc1C1C(C(=O)OC)=C(N)OC2=C1C(=O)CCC2 (configuration not stated)	-0.2%	5.1%	3.0%	2.0%	-3.2%	12.2	i	10.7%	16.4%
CC(NC(=O)CSc1nc2ccccc2n1CCC#N)c1ccc(F)cc1 (configuration not stated)	4.5%	5.7%	1.7%	-35.4%[inhibitor]	-4.5%	-6.1	i	7.9%	12.3%
CCSc1nc(C)c(CCOc2cccc(C)c2)c(=O)[nH]1	14.9%	?	-5.5%[11.3 µM]	-5.8%	2.1%	1.8	i	6.3%	11.9%
O=C(COC(=O)c1cc([N+](=O)[O-])ccc1N1CCOCC1)Nc1c(Cl)cccc1C(F)(F)F	-0.7%	-4.1%	-9.7%	-3.3%	2.6%	-4.4	?	-1.5%	-5.7%
CC(Oc1ccccc1)C(=O)Nc1ccccc1C(=O)OCc1cc(=O)n2nc(C3CC3)sc2n1 (configuration not stated)	/	/	9.0%	/	/	/	i	-2.0%	-18.8%
COc1cc(N(C)C)c(NC(C)=O)cc1C(=O)O	-0.9%	3.2%	/	-5.8%	1.1%	-11.7	/	2.2%	-1.7%
COc1ccccc1NS(=O)(=O)c1ccc2oc(SCC(C)=O)nc2c1	-2.8%	-15.3%	-0.8%	-0.9%	10.3%	15.6	i	8.2%	5.8%
CCn1c(SCC(=O)Nc2cc(OC)c(OC)c(OC)c2)nnc1-c1cccs1	-23.6%	0.2%[9.24 µM]	-6.4%	-1.7%	2.2%	-2.9	i	-14.0%	-22.1%
CC(SC(C)C(=O)NN=Cc1c[nH]c2ccccc12)C(=O)NN=Cc1c[nH]c2ccccc12 (configuration not stated)	-12.3%	-10.8%	4.6%	-0.2%	5.7%	25.8	i	11.4%	15.0%
COc1ccc([N+](=O)[O-])cc1COc1ccc2c(-c3ccccc3)cc(=O)oc2c1	1.0%	-0.2%	-1.6%	2.1%	10.1%	2.2	i	0.6%	0.1%
CC1=C(C(=O)Nc2cccnc2)C(c2cccc(F)c2)n2nc(SCc3ccccc3F)nc2N1 (configuration not stated)	/	/	-0.1%	/	/	/	i	-11.2%	-2.3%
CSCCC(NC(=O)c1cccc(C)c1)C(=O)NCc1cccs1 (configuration not stated)	1.6%	-0.9%	-8.9%	-41.0%[inhibitor]	3.3%	-27.7	i	-4.9%	-1.3%
CCN(CCCNC(=O)CNC(=O)Cn1cnc2ccccc2c1=O)c1cccc(C)c1	3.8%	4.6%	5.0%	-9.0%	-14.9%	15.5	i	-7.5%	6.3%
Cc1ccc(CNS(=O)(=O)c2ccc3c(c2)N(C)CCO3)cc1	10.3%	-9.6%	-6.1%	?	6.4%	42.3	i	-8.7%	4.6%
Cc1cc(NC(=O)COc2coc(CN3CCN(c4ccc(F)cc4)CC3)cc2=O)no1	7.5%	-0.2%	0.1%	-3.6%	1.8%	4.9	i	5.1%	-18.6%
CCN(CC)CCNCc1cc(Cl)ccc1OCc1ccccc1F	23.1µM*	?	-37.0%	5.1%	3.3%	-90.3*	i	-32.3%	-12.0%
O=C(OCN1C(=O)c2ccccc2C1=O)C1CCCCC1	-0.2%	-0.3%	1.8%	0.8%[9.22 µM]	8.8%	13.5	i	13.2%	22.0%
